Assay outcomes from PubChem BioAssay.
NPR2 activator: GC-B (human) receptor activation | P20594 | HEK293-GC-B cells, CNP EC30, cGMP TR-FRET; 0% at EC30 CNP, 100% saturating CNP | activation, % at 10 µM | 370,000 compounds, 0.11% hits | AID 1920062;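 active = activation at 10 µM reaching about 35% in either raw or pattern-adjusted values, limit read from the data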
KLK7 zymogen act: activators of human kallikrein-7 zymogen; P49862; purified proKLK7, EDANS-DABCYL substrate fluorescence; 100% is mature enzyme control, 0% vehicle; activation, % at 7 µM; 370,000 compounds, 0.9% hits; AID 652039;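 active = activation above the mean of all tested compounds plus 3 SD, computed per campaign excluding outliers beyond control limits, cut at about 13% in these data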
Target sequence (P49862 whole entry, looked up): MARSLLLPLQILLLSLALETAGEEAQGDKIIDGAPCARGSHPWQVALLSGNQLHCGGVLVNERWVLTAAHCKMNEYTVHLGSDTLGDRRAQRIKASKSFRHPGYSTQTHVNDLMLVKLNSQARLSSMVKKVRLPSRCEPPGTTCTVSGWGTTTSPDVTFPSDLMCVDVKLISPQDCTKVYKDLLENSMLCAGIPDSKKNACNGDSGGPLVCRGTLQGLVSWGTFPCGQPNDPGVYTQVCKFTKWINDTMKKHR
FXN GAA850 act: increases GAA850 frataxin promoter reporter activity; HEK293 lucGAA850 FXN promoter luciferase reporter, 24 h; percent of 10 µM SAHA response; activation, % at 6 µM; 360,000 compounds, 0.56% hits; AID 540364;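 active = activation above the average of all compounds screened plus 3 SD, cutoff fixed separately per campaign, cut at about 7.5% in these data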;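 note: 0% = DMSO wells and 100% = 10 µM SAHA wells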
ARFGAP1 inh: inhibits rat ARF GTPase activating protein 1 | Q62848 | Arfgap1-stimulated ARF1 GTP hydrolysis, GDP FP detection | inhibition, % at 16.5 µM | 360,000 compounds, 0.26% hits | AID 651572;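 active = inhibition above a per-plate limit, mean inhibition of low control wells plus 3 SD, cut at about 25% in these data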;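 note: 0% = DMSO wells with enzyme and 100% = wells lacking Arfgap1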
Target sequence (Q62848 1-136 limits assumed): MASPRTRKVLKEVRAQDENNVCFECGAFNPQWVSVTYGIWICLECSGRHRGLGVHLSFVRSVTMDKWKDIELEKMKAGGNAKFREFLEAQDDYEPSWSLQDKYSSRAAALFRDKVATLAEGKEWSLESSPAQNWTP
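Repeats: one replicate per compound; assay system: rat Arfgap1 catalytic domain, aa 1-136; times: enzyme reaction 120 min at 25 °C after 20 min preincubation; detection: FP of antibody-bound GDP Alexa 633 tracer, ex 620/em 688 nm; benchmarks: high control wells lacking Arfgap1, low control full reaction with DMSO; reagent: human ARF1(Δ1-17)-GTP substrate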
ASAP1 GAP inh: inhibitors of human ASAP1 ArfGAP activity; ASAP1-stimulated ARF1 GTP hydrolysis, GDP FP detection; Q9ULH1; inhibition, % at 16.5 µM; 360,000 compounds, 0.19% hits; in the data active = inhibition above about 25%;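 note: 0% = vehicle with enzyme and substrate and 100% = no enzyme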
DDE Tn6 FP inh: inhibitors of Tn6 peptide binding to human fibrin DD(E). 370,000 compounds, 0.21% hits. inhibition, % at 8.3 µM. P02675. Fibrin DD(E) TRITC-Tn6 fluorescence polarization displacement;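 active = inhibition above a per-campaign cutoff: mean of compounds within control limits plus 3 SD, cut at about 15% in these data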;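 note: 0% = median of all compound wells on the plate and 100% = blocking peptide control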
rCAG RNA binder: binds r(CAG) RNA repeats. r(CAG) RNA repeat, TO-PRO-1 dye displacement fluorescence. inhibition, % at 3 µM. 370,000 compounds, 1.3% hits;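 active = inhibition above the plate cutoff, the mean of all test compounds on that plate plus 3 SD, cut at about 35% in these data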;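 note: 0% = DMSO alone and 100% = 100 µM mitoxantrone as full dye displacement; higher means more dye released from RNA so lower well fluorescence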
sPLA2-III inh: Inhibits HGIII-sPLA2 liposome hydrolysis, primary screen | inhibition, % at 12.2 µM | Q9NZ20 | QFRET BODIPY PC-A2 liposome hydrolysis, fluorescence | 370,000 compounds, 0.56% hits;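 active = inhibition above mean plus 3 SD of compounds lying within the high and low control bounds, cut at about 19% in these data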;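 note: 0% = median of test compound wells and 100% = no enzyme DMSO wells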
NPR1 activator: GC-A (human) enzyme activation; activation, % at 10 µM; 370,000 compounds, 0.14% hits; HEK293 GC-A cells, cGMP TR-FRET, EC30 ANP; 0% at EC30 ANP, 100% saturating ANP; in the data active = activation above about 40%
ADAM10 inh: ADAM10 inhibition, QFRET primary screen | recombinant ADAM10, EDANS/DABCYL FRET peptide cleavage, 3 h | AID 720582 | O14672 | inhibition, % at 7 µM | 370,000 compounds, 0.62% hits;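 active = inhibition above a per-campaign cutoff equal to the mean of compounds falling between control-based bounds plus 3 SD, cut at about 20% in these data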;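 note: 0% = DMSO wells while the 100% control is not disclosed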
Target sequence (O14672 214-748 limits assumed): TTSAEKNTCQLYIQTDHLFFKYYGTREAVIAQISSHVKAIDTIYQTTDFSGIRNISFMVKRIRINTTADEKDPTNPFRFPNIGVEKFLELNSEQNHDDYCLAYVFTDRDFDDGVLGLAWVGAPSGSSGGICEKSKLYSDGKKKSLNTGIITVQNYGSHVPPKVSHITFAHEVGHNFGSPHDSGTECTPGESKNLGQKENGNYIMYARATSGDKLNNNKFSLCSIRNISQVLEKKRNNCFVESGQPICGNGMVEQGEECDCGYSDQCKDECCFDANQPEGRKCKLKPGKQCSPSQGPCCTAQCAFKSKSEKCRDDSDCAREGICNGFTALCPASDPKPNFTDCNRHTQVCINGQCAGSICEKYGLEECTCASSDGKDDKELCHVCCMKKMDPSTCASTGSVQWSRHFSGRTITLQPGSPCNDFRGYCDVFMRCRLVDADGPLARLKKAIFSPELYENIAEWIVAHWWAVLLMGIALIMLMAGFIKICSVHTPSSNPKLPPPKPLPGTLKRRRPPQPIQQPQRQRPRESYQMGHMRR
Numbers without * were called inactive.

How did Cc1noc(C)c1C(=O)OCC(=O)Nc1cc(Cl)ccc1Oc1ccccc1 do in these assays?
NPR2 activator: -2; KLK7 zymogen act: 1.1; FXN GAA850 act: 3.4; ARFGAP1 inh: -5; ASAP1 GAP inh: -6; DDE Tn6 FP inh: 5; rCAG RNA binder: 7; sPLA2-III inh: -10; NPR1 activator: -4; ADAM10 inh: 5

Results for CC(=O)Oc1ccc2c(=O)c(N3C(=O)c4ccccc4C3=O)c(C)oc2c1 ?
NPR2 activator: 1; KLK7 zymogen act: 151*; FXN GAA850 act: -0.1; ARFGAP1 inh: 7; ASAP1 GAP inh: 2; DDE Tn6 FP inh: 3; rCAG RNA binder: 1; sPLA2-III inh: 10; NPR1 activator: 2; ADAM10 inh: -230

Results for CSCCC(NC(=O)c1ccccc1)C(=O)N1CC=C(c2ccccc2)CC1 (stereo not drawn) ?
NPR2 activator: 10; KLK7 zymogen act: 0.8; FXN GAA850 act: -0.2; ARFGAP1 inh: -4; ASAP1 GAP inh: -1; DDE Tn6 FP inh: 2; rCAG RNA binder: 2; sPLA2-III inh: 3; NPR1 activator: -4; ADAM10 inh: 1

Results for CCCn1c(N)c(C(=O)CN2CCc3ccccc3C2)c(=O)n(C)c1=O ?
NPR2 activator: 3; KLK7 zymogen act: -0.5; FXN GAA850 act: 0.5; ARFGAP1 inh: 12; ASAP1 GAP inh: -8; DDE Tn6 FP inh: 1; rCAG RNA binder: -3; sPLA2-III inh: 4; NPR1 activator: 0; ADAM10 inh: -2

How did O=C(OCCN1CCCCC1)c1c[nH]c2ccccc12 do in these assays?
NPR2 activator: 1; KLK7 zymogen act: 0.2; FXN GAA850 act: 1.9; ARFGAP1 inh: 7; ASAP1 GAP inh: -3; DDE Tn6 FP inh: 3; rCAG RNA binder: -1; sPLA2-III inh: -7; NPR1 activator: 6; ADAM10 inh: -8

What do the screens show for `COc1ccccc1N1CCN(C2CCCN(S(=O)(=O)c3ccccc3)C2)CC1` (stereo not drawn)?
NPR2 activator: 6; KLK7 zymogen act: -0.5; FXN GAA850 act: -0.1; ARFGAP1 inh: 3; ASAP1 GAP inh: -10; DDE Tn6 FP inh: 2; rCAG RNA binder: -8; sPLA2-III inh: -5; NPR1 activator: 2; ADAM10 inh: -6

How did COc1cccc(C(=O)N2CCN(Cc3ccccc3[N+](=O)[O-])CC2)c1 do in these assays?
NPR2 activator: -1; KLK7 zymogen act: 0.5; FXN GAA850 act: 0.8; ARFGAP1 inh: -6; ASAP1 GAP inh: -5; DDE Tn6 FP inh: -5; rCAG RNA binder: -8; sPLA2-III inh: 0; NPR1 activator: 0; ADAM10 inh: -1

How did CC[C@H](NC(=O)[C@H]1O[C@@H](n2cnc3c(=O)[nH]c(N)nc32)[C@H](O)[C@@H]1O)c1ccccc1 do in these assays?
NPR2 activator: 13; KLK7 zymogen act: 0.1; ARFGAP1 inh: 12; ASAP1 GAP inh: -4; DDE Tn6 FP inh: 7; rCAG RNA binder: 1; sPLA2-III inh: 8; NPR1 activator: 12; ADAM10 inh: -16

Results for CCn1c(Cc2ccccc2)nnc1SCC(=O)c1c(N)n(C2CC2)c(=O)[nH]c1=O ?
NPR2 activator: 1; KLK7 zymogen act: 0.4; FXN GAA850 act: 2.3; ARFGAP1 inh: 6; ASAP1 GAP inh: -5; DDE Tn6 FP inh: -3; rCAG RNA binder: 1; sPLA2-III inh: -2; NPR1 activator: 0; ADAM10 inh: -7

How did Cc1c(NC(=O)c2noc3c2CCc2ccccc2-3)c(=O)n(-c2ccccc2)n1C do in these assays?
NPR2 activator: -4; KLK7 zymogen act: 0.0; FXN GAA850 act: -0.5; ARFGAP1 inh: -6; ASAP1 GAP inh: -10; DDE Tn6 FP inh: -4; rCAG RNA binder: 0; sPLA2-III inh: -1; NPR1 activator: 6; ADAM10 inh: -8

What do the screens show for `CN(C)S(=O)(=O)c1ccc(Cl)c(NC(=O)CN2CCN(Cc3ccc4c(c3)OCO4)CC2)c1`?
NPR2 activator: -2; KLK7 zymogen act: -0.1; FXN GAA850 act: -1.6; ARFGAP1 inh: -7; ASAP1 GAP inh: 4; DDE Tn6 FP inh: -9; rCAG RNA binder: -9; sPLA2-III inh: -20; NPR1 activator: 1; ADAM10 inh: 0

How did O=C(Nc1ccc(N2CCOCC2)cc1)c1cccc2ccccc12 do in these assays?
NPR2 activator: 0; KLK7 zymogen act: -0.5; FXN GAA850 act: -1.0; ARFGAP1 inh: -2; ASAP1 GAP inh: -10; DDE Tn6 FP inh: 3; rCAG RNA binder: -1; sPLA2-III inh: 18; NPR1 activator: 3; ADAM10 inh: 7

Results for CC(C)n1ncc2c(C(=O)N3CCN(S(=O)(=O)c4cccc(F)c4)CC3)cc(C3CC3)nc21 ?
NPR2 activator: 6; KLK7 zymogen act: 0.1; FXN GAA850 act: 0.4; ARFGAP1 inh: -6; ASAP1 GAP inh: -12; DDE Tn6 FP inh: 4; rCAG RNA binder: 1; sPLA2-III inh: -2; NPR1 activator: 2; ADAM10 inh: -9

How did COc1cccc(CNC(=O)N2CCN(S(=O)(=O)c3ccc(C)cc3)CC2)c1 do in these assays?
NPR2 activator: 1; KLK7 zymogen act: -0.1; FXN GAA850 act: 1.4; ARFGAP1 inh: 6; ASAP1 GAP inh: -1; DDE Tn6 FP inh: 2; rCAG RNA binder: -5; sPLA2-III inh: -4; NPR1 activator: 1; ADAM10 inh: 3

What do the screens show for `COc1ccc(CNC(=O)CSc2n[nH]c(N)n2)cc1`?
NPR2 activator: 4; KLK7 zymogen act: -0.4; FXN GAA850 act: 2.0; ARFGAP1 inh: 2; ASAP1 GAP inh: -4; DDE Tn6 FP inh: 1; rCAG RNA binder: -2; sPLA2-III inh: -3; NPR1 activator: 5; ADAM10 inh: -3

How did Cc1ccc(C(NC(=O)NC(C)c2ccccc2)C(Cl)(Cl)Cl)cc1F (stereo not drawn) do in these assays?
NPR2 activator: 2; KLK7 zymogen act: 0.5; FXN GAA850 act: -5.5; ARFGAP1 inh: -1; ASAP1 GAP inh: 5; DDE Tn6 FP inh: 3; rCAG RNA binder: 5; sPLA2-III inh: 1; NPR1 activator: -3; ADAM10 inh: 8

Results for Cc1ccc(NC(=O)CN(C)C(=O)c2ccccc2Sc2ccccc2C#N)cc1 ?
NPR2 activator: 1; KLK7 zymogen act: 0.6; FXN GAA850 act: 0.8; ARFGAP1 inh: 7; ASAP1 GAP inh: 5; DDE Tn6 FP inh: 0; rCAG RNA binder: -3; sPLA2-III inh: 1; NPR1 activator: -3; ADAM10 inh: 6

How did CCCN(CC(=O)Nc1ccccc1OC)C(=O)c1ccc2ncsc2c1 do in these assays?
NPR2 activator: -5; KLK7 zymogen act: 0.4; FXN GAA850 act: 2.7; ARFGAP1 inh: -2; ASAP1 GAP inh: -14; DDE Tn6 FP inh: 10; rCAG RNA binder: -1; sPLA2-III inh: -10; NPR1 activator: -3; ADAM10 inh: -3

How did CCOc1ccc(C(=O)NCC(=O)Nc2cc(C)ccn2)cc1OCC do in these assays?
NPR2 activator: 0; KLK7 zymogen act: -0.5; FXN GAA850 act: 2.9; ARFGAP1 inh: 21; ASAP1 GAP inh: 6; DDE Tn6 FP inh: -1; rCAG RNA binder: -3; sPLA2-III inh: 1; NPR1 activator: 4; ADAM10 inh: -6

How did CCOC(=O)Cc1csc(NC(=S)NC(=O)c2cccc([N+](=O)[O-])c2)n1 do in these assays?
NPR2 activator: -6; KLK7 zymogen act: -0.4; FXN GAA850 act: 0.8; ARFGAP1 inh: 0; ASAP1 GAP inh: -2; DDE Tn6 FP inh: 3; rCAG RNA binder: 6; sPLA2-III inh: 11; NPR1 activator: 0; ADAM10 inh: -5

How did O=C(COC(=O)c1ccco1)Nc1nc2c(F)c(F)c(F)cc2s1 do in these assays?
NPR2 activator: 5; KLK7 zymogen act: -0.7; FXN GAA850 act: 2.2; ARFGAP1 inh: 9; ASAP1 GAP inh: 15; DDE Tn6 FP inh: 11; rCAG RNA binder: 33; sPLA2-III inh: -9; NPR1 activator: 1; ADAM10 inh: -3

What do the screens show for `CC1CCN(c2cc(N3CCOCC3)c([N+](=O)[O-])cc2F)CC1`?
NPR2 activator: 1; KLK7 zymogen act: 0.7; FXN GAA850 act: 0.6; ARFGAP1 inh: 1; ASAP1 GAP inh: -6; DDE Tn6 FP inh: 7; rCAG RNA binder: -1; sPLA2-III inh: 0; NPR1 activator: 2; ADAM10 inh: -2

Results for Cc1ccc(CC(=O)CCc2ccccc2)cc1 ?
NPR2 activator: 5; KLK7 zymogen act: 0.9; FXN GAA850 act: 1.1; ARFGAP1 inh: -5; ASAP1 GAP inh: 1; DDE Tn6 FP inh: 5; rCAG RNA binder: -6; sPLA2-III inh: -3; NPR1 activator: -1; ADAM10 inh: -5

What do the screens show for `Nc1ccc2c(c1)C(=O)Cc1ccccc1S2`?
NPR2 activator: -5; KLK7 zymogen act: -0.1; FXN GAA850 act: 1.6; ARFGAP1 inh: 1; ASAP1 GAP inh: 7; DDE Tn6 FP inh: 0; rCAG RNA binder: 10; sPLA2-III inh: 1; NPR1 activator: -16; ADAM10 inh: -14

How did C[C@@H]1CN([C@H](C)CO)C(=O)CCCn2nncc2CO[C@H]1CN(C)Cc1ccccc1C(=O)O do in these assays?
NPR2 activator: 4; KLK7 zymogen act: 0.2; FXN GAA850 act: -1.2; ARFGAP1 inh: -5; ASAP1 GAP inh: -10; DDE Tn6 FP inh: -3; rCAG RNA binder: 1; sPLA2-III inh: 1; NPR1 activator: 2; ADAM10 inh: -6

Results for CC(=O)Nc1ccc(NS(=O)(=O)c2cc(Cl)ccc2Cl)cc1 ?
NPR2 activator: -3; KLK7 zymogen act: 0.2; FXN GAA850 act: 1.6; ARFGAP1 inh: 11; ASAP1 GAP inh: -11; DDE Tn6 FP inh: -2; rCAG RNA binder: 4; sPLA2-III inh: 4; NPR1 activator: -1; ADAM10 inh: 4

What do the screens show for `O=[N+]([O-])c1ccccc1S(=O)(=O)Oc1ccccc1/C=N/n1cnnc1`?
NPR2 activator: -1; KLK7 zymogen act: -0.3; FXN GAA850 act: -0.7; ARFGAP1 inh: -1; ASAP1 GAP inh: 0; DDE Tn6 FP inh: 1; rCAG RNA binder: -2; sPLA2-III inh: 8; NPR1 activator: -3; ADAM10 inh: -8

Results for COC(=O)C(Cc1ccccc1)NC(=S)NC(=O)c1ccccc1 (stereo not drawn) ?
NPR2 activator: 2; KLK7 zymogen act: -0.6; FXN GAA850 act: -1.7; ARFGAP1 inh: 7; ASAP1 GAP inh: 7; DDE Tn6 FP inh: 2; rCAG RNA binder: -3; sPLA2-III inh: 5; NPR1 activator: 3; ADAM10 inh: -2
